Assay outcomes from PubChem.
SRC2 TRFRET art = TR-FRET signal artefacts, primary screen, artefact control for PPARgamma SRC-2 agonist project, biochemical; TR-FRET ratio at 8 µM; 200,000 compounds, 0.4% hits; TR-FRET artefact counter-screen; hits give high values; AID 1049, 2008; in the data active = TR-FRET ratio above about 2000; note: inactives centre near 1500
PPARg SRC1 recr = PPARgamma agonists recruiting SRC-1 coactivator, primary screen, biochemical; Peroxisome proliferator-activated receptor gamma (Homo sapiens), P37231; PPARgamma-SRC-1 coactivator recruitment biochemical assay; activation, % at 8 µM; 200,000 compounds, 0.41% hits; AID 631, 2007; in the data active = activation above about 19%;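 note: 0% = DMSO and 100% = reference agonist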
Target sequence (P37231 whole entry, looked up): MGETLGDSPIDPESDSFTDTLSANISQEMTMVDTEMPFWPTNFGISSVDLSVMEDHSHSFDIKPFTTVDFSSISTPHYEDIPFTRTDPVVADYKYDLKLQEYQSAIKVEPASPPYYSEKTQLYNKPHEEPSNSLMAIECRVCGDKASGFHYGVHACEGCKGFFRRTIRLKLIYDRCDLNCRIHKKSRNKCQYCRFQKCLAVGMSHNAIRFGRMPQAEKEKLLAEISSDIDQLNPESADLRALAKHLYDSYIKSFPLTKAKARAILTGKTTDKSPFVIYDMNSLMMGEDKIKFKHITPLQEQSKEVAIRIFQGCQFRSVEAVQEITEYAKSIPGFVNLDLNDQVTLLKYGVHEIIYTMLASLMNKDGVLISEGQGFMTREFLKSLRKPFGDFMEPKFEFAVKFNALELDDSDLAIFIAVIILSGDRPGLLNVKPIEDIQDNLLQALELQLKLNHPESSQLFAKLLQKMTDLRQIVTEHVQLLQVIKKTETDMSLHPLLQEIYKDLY
ROMK primary = ROMK potassium channel modulators, primary screen, cell-based, thallium flux, MLSMR library; ATP-sensitive inward rectifier potassium channel 1 (Homo sapiens), P48048; Tet-inducible ROMK, thallium flux fluorescence; actives lie on both sides; B-score at 10 µM; 130,000 compounds, 2% hits;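 active = signal ratio slope over the read window, or its plate-corrected B-score, at least 3 SD from the plate mean, either direction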;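 note: B-score of the F/F0 ratio slope over 7 to 12 s after thallium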
STAT1 inh = STAT1 signaling inhibitors, primary screen, cell-based, HTS, luciferase reporter; NIH 3T3 STAT1-luciferase reporter, IFN-gamma, luminescence; inhibition, % at 5.5 µM; 200,000 compounds, 0.35% hits;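 active = inhibition above a set limit, the mean inhibition across all tested compounds plus 3 SD, cut at about 34% in these data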;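 note: 0% = IFN-gamma with DMSO and 100% = IFN-gamma with 300 µM nifuroxazide; values of inactives mirror those of a sister screen read the other way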
STAT3 act = IL-6 driven STAT3 reporter potentiators, primary screen, U3A cells, luciferase, luminescence, MLSCN library. IL-6 STAT3-luciferase reporter; 100% = signal with IL-6 EC80 alone. activation (% of control), % at 5.6 µM. 190,000 compounds, 0.91% hits;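 active = activation above the screen-wide mean of compound activation plus 3 SD, cut at about 130% in these data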;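 note: 0% = background luminescence of wells with medium and substrate only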
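Test system: human U3A cells carrying STAT3-luciferase construct; control set: IL-6-only wells as 100% reference; timing: compound pre-incubation 1 h before IL-6, then 6 h stimulation at 37 °C; also added: IL-6 stimulus at 33 ng/mL final; evaluation: % activation versus median of IL-6-stimulated wells; detection: reporter luminescence signal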
STAT3 inh = IL-6 driven STAT3 reporter inhibitors, primary screen, U3A cells, luciferase, luminescence, MLSCN library; IL-6 STAT3-luciferase reporter; host cell line lacks STAT1; inhibition, % at 5.5 µM; 190,000 compounds, 0.89% hits; AID 862, 2007;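 active = inhibition above the mean inhibition across all screened compounds plus 3 SD, cut at about 44% in these data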;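 note: 0% = DMSO only wells and 100% = 100 µM nifuroxazide control wells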
PPARg SRC3 recr = PPARgamma agonists recruiting SRC-3 coactivator, primary screen, biochemical | biochemical PPARgamma/SRC-3 coactivator recruitment assay | activation, % at 8 µM | 200,000 compounds, 0.26% hits | AID 731, 2007; in the data active = activation above about 23%;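 note: 0% = DMSO and 100% = reference agonist; some compounds past the cut are filed as inactive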
TNAP act hiacc = TNAP activators at high phosphate acceptor level, primary screen, biochemical, luminescence, uHTS. AID 1136, 2008. purified TNAP, CDP-star luminescence, 1 M DEA, 30 min; hits give high values; 0 = EDTA background, 1 = DMSO-only activity. activation factor at 20 µM. 200,000 tested, under 10 active. Alkaline phosphatase, tissue-nonspecific isozyme (Homo sapiens), P05186;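 active = activation factor at least 2 at 20 µM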
Target sequence (P05186 whole entry, looked up): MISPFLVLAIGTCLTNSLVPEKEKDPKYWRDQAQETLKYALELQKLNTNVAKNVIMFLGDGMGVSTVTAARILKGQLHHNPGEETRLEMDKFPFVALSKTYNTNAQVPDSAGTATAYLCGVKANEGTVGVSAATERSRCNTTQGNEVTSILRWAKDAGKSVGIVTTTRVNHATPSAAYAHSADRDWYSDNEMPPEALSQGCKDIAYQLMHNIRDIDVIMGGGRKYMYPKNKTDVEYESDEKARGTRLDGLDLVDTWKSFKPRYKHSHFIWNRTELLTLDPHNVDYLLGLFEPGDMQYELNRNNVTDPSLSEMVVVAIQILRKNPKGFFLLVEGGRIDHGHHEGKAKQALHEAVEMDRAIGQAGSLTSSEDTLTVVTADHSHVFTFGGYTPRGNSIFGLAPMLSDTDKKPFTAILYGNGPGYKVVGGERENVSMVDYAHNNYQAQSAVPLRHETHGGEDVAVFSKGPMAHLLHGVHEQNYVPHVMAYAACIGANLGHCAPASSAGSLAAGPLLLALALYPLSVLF
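Control set: EDTA negative control, DMSO positive control / Assay system: human TNAP / Quantity: TNAP 1/800 final / Evaluation: TNAP activation factor scaled between EDTA and DMSO control wells / Measured by: luminescent substrate turnover signal / Compound dosing: one dose, 20 µM / Times: 30 min enzyme reaction at room temperature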
PPARg SRC-2 ag = agonists of PPARg-SRC-2 recruitment, primary screen, biochemical, HTS; Peroxisome proliferator-activated receptor gamma (Homo sapiens), P37231; PPARgamma LBD-SRC-2 recruitment; activation, % at 8 µM; 200,000 compounds, 0.34% hits; AID 1032, 2008; in the data active = activation above about 22%;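 note: 0% = vehicle and 100% = reference agonist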
bIAP inh = bovine intestinal alkaline phosphatase inhibitors, primary screen, selectivity assay for TNAP inhibitor project, biochemical, bovine IAP, CDP-star luminescence; alkaline phosphatase, intestinal [Bos taurus]; purified bovine IAP, 30 min; inhibition, % at 20 µM; 190,000 tested, under 10 active;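 active = over 50% inhibition of intestinal alkaline phosphatase at 20 µM in the single-dose screen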
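System: Purified bovine intestinal alkaline phosphatase (IAP) enzyme | Input: IAP diluted 1/65,000,000 in the well | Also added: CDP-star chemiluminescent phosphatase substrate, 30 µM final | Dosing: 20 µM single dose | Times: Enzyme reaction for 30 min at room temperature | Detection: Luminescence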
bIAP act = bovine intestinal alkaline phosphatase activators, primary screen, biochemical, bovine IAP, CDP-star luminescence | alkaline phosphatase, intestinal [Bos taurus] | purified bovine IAP, 30 min; hits give high values; fold of DMSO-control signal, blank-subtracted | activation factor at 20 µM | 200,000 compounds, 0.17% hits | AID 1016, 2008;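 active = activation factor of 2 or more at 20 µM, a signal rise over negative controls twice the positive control's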
The depositor's hits bear a star.

How did CN(C)c1nc(N2CCN(c3ccccc3)CC2)c(C#N)c(=O)o1 do in these assays?
SRC2 TRFRET art: 1504; PPARg SRC1 recr: 1; STAT1 inh: 6; STAT3 act: 87; STAT3 inh: 25; PPARg SRC3 recr: -11; TNAP act hiacc: 1.1; PPARg SRC-2 ag: 0; bIAP inh: 7; bIAP act: 0.9

How did CN1C(=O)CS(=O)c2ccc(C(=O)NC3CC3)cc21 (stereo unspecified) do in these assays?
SRC2 TRFRET art: 1646; PPARg SRC1 recr: 8; STAT1 inh: 2; STAT3 act: 92; STAT3 inh: 18; PPARg SRC3 recr: 7; TNAP act hiacc: 1; PPARg SRC-2 ag: 1; bIAP inh: 0; bIAP act: 1

How did CN(C(=O)COC(=O)c1cc(-c2ccccc2Cl)nc2ccccc12)C1CCS(=O)(=O)C1 (stereo unspecified) do in these assays?
SRC2 TRFRET art: 1557; PPARg SRC1 recr: 3; ROMK primary: 0.018; STAT1 inh: 7; STAT3 act: 99; STAT3 inh: 2; PPARg SRC3 recr: -1; TNAP act hiacc: 1; PPARg SRC-2 ag: 7; bIAP inh: 14; bIAP act: 0.9

What do the screens show for `Cc1ccc(S(=O)(=O)Nc2ccccc2-c2ccccc2NS(=O)(=O)c2ccc(C)cc2)cc1`?
SRC2 TRFRET art: 1623; PPARg SRC1 recr: -6; STAT1 inh: 10; STAT3 act: 113; STAT3 inh: -4; PPARg SRC3 recr: -6; TNAP act hiacc: 1; PPARg SRC-2 ag: -14; bIAP inh: 5; bIAP act: 0.9

Results for CN=C(Nc1cccc(OC)c1)SC1CC(=O)N(c2ccc(C(=O)O)cc2)C1=O (stereo unspecified) ?
SRC2 TRFRET art: 1415; PPARg SRC1 recr: 7; ROMK primary: 0.65; STAT1 inh: 8; STAT3 act: 104; STAT3 inh: -7; PPARg SRC3 recr: 1; TNAP act hiacc: 1; PPARg SRC-2 ag: 0; bIAP inh: 9; bIAP act: 0.9

How did O=C(c1ccccc1C(=O)N(c1ccccc1)c1ccccc1)N1CCCCC1 do in these assays?
SRC2 TRFRET art: 1500; PPARg SRC1 recr: 6; ROMK primary: 0.82; STAT1 inh: 0; STAT3 act: 95; STAT3 inh: 14; PPARg SRC3 recr: 5; TNAP act hiacc: 1; PPARg SRC-2 ag: 10; bIAP inh: 12; bIAP act: 0.9

How did CCn1cc(CN2CCN(CCc3ccccc3)C(CCO)C2)c(C)n1 (stereo unspecified) do in these assays?
SRC2 TRFRET art: 1564; PPARg SRC1 recr: 3; ROMK primary: 0.53; STAT1 inh: -10; STAT3 act: 97; STAT3 inh: 5; PPARg SRC3 recr: -7; TNAP act hiacc: 1; PPARg SRC-2 ag: 1; bIAP inh: -10; bIAP act: 1.1

What do the screens show for `COc1ccc(N2C(=O)C3CCCN3C2c2cccc(OC)c2OC)cc1` (stereo unspecified)?
SRC2 TRFRET art: 1758; PPARg SRC1 recr: 13; STAT1 inh: -1; STAT3 act: 98; STAT3 inh: 11; PPARg SRC3 recr: 1; TNAP act hiacc: 1; PPARg SRC-2 ag: 7; bIAP inh: -9; bIAP act: 1.1

Results for CC(=O)Nc1ccc(N(C(=O)CNC(=O)c2cccs2)C(C(=O)NC(C)(C)C)c2ccccc2)cc1 (stereo unspecified) ?
SRC2 TRFRET art: 1777; PPARg SRC1 recr: -2; ROMK primary: 0.31; STAT1 inh: -10; STAT3 act: 100; STAT3 inh: 6; PPARg SRC3 recr: 1; TNAP act hiacc: 1; PPARg SRC-2 ag: 6; bIAP inh: 2; bIAP act: 1

How did Cc1ccc(-n2ncc3c(=O)n(Cc4cccnc4)cnc32)cc1 do in these assays?
SRC2 TRFRET art: 1387; PPARg SRC1 recr: 2; STAT1 inh: -1; STAT3 act: 89; STAT3 inh: 18; PPARg SRC3 recr: -1; TNAP act hiacc: 1.1; PPARg SRC-2 ag: -5; bIAP inh: 9; bIAP act: 0.9

How did Cc1ccc(-c2nnc(-c3cccs3)o2)cc1 do in these assays?
SRC2 TRFRET art: 1569; PPARg SRC1 recr: -5; ROMK primary: -0.67; STAT1 inh: -28; STAT3 act: 77; STAT3 inh: 29; PPARg SRC3 recr: 2; TNAP act hiacc: 1; PPARg SRC-2 ag: -2; bIAP inh: 2; bIAP act: 1

How did O=C(c1cc([N+](=O)[O-])ccc1Cl)N1CCN(c2ccccn2)CC1 do in these assays?
SRC2 TRFRET art: 1504; PPARg SRC1 recr: 3; STAT1 inh: -4; STAT3 act: 104; STAT3 inh: 1; PPARg SRC3 recr: -2; TNAP act hiacc: 1; PPARg SRC-2 ag: -5; bIAP inh: 16; bIAP act: 0.8

What do the screens show for `O=C(CS(=O)(=O)c1cn(Cc2ccc(Cl)cc2)c2ccccc12)N1CCCCC1`?
SRC2 TRFRET art: 1627; PPARg SRC1 recr: -2; STAT1 inh: -3; STAT3 act: 97; STAT3 inh: 12; PPARg SRC3 recr: 2; TNAP act hiacc: 1; PPARg SRC-2 ag: 3; bIAP inh: 4; bIAP act: 1

Results for Cc1[nH]n(-c2ccccc2)c(=O)c1N=Nc1ccccc1C(=O)N1CCOCC1 ?
SRC2 TRFRET art: 1584; PPARg SRC1 recr: 0; ROMK primary: -1.4; STAT1 inh: 1; STAT3 act: 105; STAT3 inh: -4; PPARg SRC3 recr: -1; TNAP act hiacc: 0.9; PPARg SRC-2 ag: 9; bIAP inh: -59; bIAP act: 1.6

Results for O=C(NN=C1CCCC1)c1n[nH]c2c1CCCC2 ?
SRC2 TRFRET art: 1430; PPARg SRC1 recr: 4; ROMK primary: 0.12; STAT1 inh: -6; STAT3 act: 84; STAT3 inh: 20; PPARg SRC3 recr: 1; TNAP act hiacc: 1; PPARg SRC-2 ag: 10; bIAP inh: -17; bIAP act: 1.2

What do the screens show for `COc1ccc(N(CC(=O)Nc2cccc(N(C)S(C)(=O)=O)c2)S(C)(=O)=O)cc1OC`?
SRC2 TRFRET art: 1649; PPARg SRC1 recr: 0; ROMK primary: 0.11; STAT1 inh: 5; STAT3 act: 98; STAT3 inh: 6; PPARg SRC3 recr: 16; TNAP act hiacc: 1.1; PPARg SRC-2 ag: -6; bIAP inh: 3; bIAP act: 1

How did COC(=O)c1ccc(C(=O)OC)nc1 do in these assays?
SRC2 TRFRET art: 1815; PPARg SRC1 recr: 8; STAT1 inh: 0; STAT3 act: 102; STAT3 inh: 3; PPARg SRC3 recr: -3; TNAP act hiacc: 1; PPARg SRC-2 ag: 4; bIAP inh: 10; bIAP act: 0.9

Results for Cc1ccc(NC(=O)CCc2ccc(S(=O)(=O)NC3CCCCC3)cc2)cc1 ?
SRC2 TRFRET art: 1507; PPARg SRC1 recr: 6; STAT1 inh: 6; STAT3 act: 108; STAT3 inh: -5; PPARg SRC3 recr: 1; TNAP act hiacc: 1; PPARg SRC-2 ag: 2; bIAP inh: 1; bIAP act: 1

What do the screens show for `CC(C)Oc1ccc(Cc2n[nH]c(=S)n2Cc2ccccc2)cc1Cl`?
SRC2 TRFRET art: 1631; PPARg SRC1 recr: 9; ROMK primary: -2; STAT1 inh: 8; STAT3 act: 97; STAT3 inh: 12; PPARg SRC3 recr: 2; TNAP act hiacc: 1; PPARg SRC-2 ag: 4; bIAP inh: 26; bIAP act: 0.7

What do the screens show for `CC(NC(=O)CCC(=O)N1CCN(S(=O)(=O)c2ccc(Cl)cc2)CC1)c1ccccc1` (stereo unspecified)?
SRC2 TRFRET art: 1512; PPARg SRC1 recr: 4; ROMK primary: 1.1; STAT1 inh: 0; STAT3 act: 89; STAT3 inh: 15; PPARg SRC3 recr: 6; TNAP act hiacc: 1; PPARg SRC-2 ag: 6; bIAP inh: -57; bIAP act: 1.6

Next section, starting with the last two of the part before.
What do the screens show for `CC(C)Oc1ccc(Cc2n[nH]c(=S)n2Cc2ccccc2)cc1Cl`?
SRC2 TRFRET art: 1631; PPARg SRC1 recr: 9; ROMK primary: -2; STAT1 inh: 8; STAT3 act: 97; STAT3 inh: 12; PPARg SRC3 recr: 2; TNAP act hiacc: 1; PPARg SRC-2 ag: 4; bIAP inh: 26; bIAP act: 0.7

What do the screens show for `CC(NC(=O)CCC(=O)N1CCN(S(=O)(=O)c2ccc(Cl)cc2)CC1)c1ccccc1` (stereo unspecified)?
SRC2 TRFRET art: 1512; PPARg SRC1 recr: 4; ROMK primary: 1.1; STAT1 inh: 0; STAT3 act: 89; STAT3 inh: 15; PPARg SRC3 recr: 6; TNAP act hiacc: 1; PPARg SRC-2 ag: 6; bIAP inh: -57; bIAP act: 1.6

How did C=CCNC(=S)NC(=O)c1ccc(C)c(Br)c1 do in these assays?
SRC2 TRFRET art: 1632; PPARg SRC1 recr: 0; ROMK primary: 0.81; STAT1 inh: -30; STAT3 act: 98; STAT3 inh: 10; PPARg SRC3 recr: 2; TNAP act hiacc: 1; PPARg SRC-2 ag: 6; bIAP inh: 2; bIAP act: 1

Results for CCc1ccccc1N(C1=NCCCS1)S(=O)(=O)c1ccc(C(C)(C)C)cc1 ?
SRC2 TRFRET art: 1490; PPARg SRC1 recr: -1; ROMK primary: 0.28; STAT1 inh: 5; STAT3 act: 105; STAT3 inh: -1; PPARg SRC3 recr: 1; TNAP act hiacc: 1; PPARg SRC-2 ag: -6; bIAP inh: 7; bIAP act: 0.9

How did O=C(Cn1cnc2ccccc21)OCC(=O)N1CCCc2ccccc21 do in these assays?
SRC2 TRFRET art: 1699; PPARg SRC1 recr: 9; STAT1 inh: 0; STAT3 act: 101; STAT3 inh: 5; PPARg SRC3 recr: 5; TNAP act hiacc: 1; PPARg SRC-2 ag: 8; bIAP inh: 12; bIAP act: 0.9

Results for Cc1cc(C)cc(C(=O)NCC(=O)OCC(=O)N(C)C2CCS(=O)(=O)C2)c1 (stereo unspecified) ?
SRC2 TRFRET art: 1411; PPARg SRC1 recr: -5; ROMK primary: 0.57; STAT1 inh: 13; STAT3 act: 93; STAT3 inh: 7; PPARg SRC3 recr: 3; TNAP act hiacc: 1; PPARg SRC-2 ag: -3; bIAP inh: 10; bIAP act: 0.9

No enrichment for hits. About 3.7% of those tested had a hit in this group.
